RAD54 branch = blocks human RAD54 Holliday junction branch migration; FAM/BHQ fluorescence; inhibition, % at 10.4 µM; Q92698; AID 602329; 360,000 compounds, 0.14% hits;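 active = mean normalized replicate activity at least 40 and at least half of replicates scoring 40 or more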;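 note: 0% = median of neutral control wells and 100% = median of positive control wells; inhibitors cause a drop in the FAM fluorescence signal; in these data hits start at about 50%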
Target sequence (Q92698 whole entry, looked up): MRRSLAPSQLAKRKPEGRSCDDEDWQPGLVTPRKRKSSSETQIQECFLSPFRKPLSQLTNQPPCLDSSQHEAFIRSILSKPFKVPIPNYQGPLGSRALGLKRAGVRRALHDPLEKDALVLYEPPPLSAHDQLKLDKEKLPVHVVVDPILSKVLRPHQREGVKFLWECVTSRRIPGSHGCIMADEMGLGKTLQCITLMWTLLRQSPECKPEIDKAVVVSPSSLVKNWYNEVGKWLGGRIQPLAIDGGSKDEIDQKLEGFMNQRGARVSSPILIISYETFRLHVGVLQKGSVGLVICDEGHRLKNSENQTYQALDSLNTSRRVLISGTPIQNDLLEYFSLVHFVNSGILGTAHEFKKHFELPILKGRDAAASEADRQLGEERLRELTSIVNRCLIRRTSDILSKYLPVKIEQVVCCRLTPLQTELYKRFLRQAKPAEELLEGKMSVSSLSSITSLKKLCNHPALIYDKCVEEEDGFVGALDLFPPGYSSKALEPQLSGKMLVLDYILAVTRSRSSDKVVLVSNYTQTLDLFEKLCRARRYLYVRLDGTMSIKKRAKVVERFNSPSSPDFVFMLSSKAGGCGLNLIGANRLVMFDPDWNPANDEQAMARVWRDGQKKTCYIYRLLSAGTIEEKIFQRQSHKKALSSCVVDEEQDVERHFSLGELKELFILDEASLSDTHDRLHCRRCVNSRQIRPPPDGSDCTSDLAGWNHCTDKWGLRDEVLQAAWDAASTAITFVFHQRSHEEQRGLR
Active calls of the source: *. An excerpt; the hit share may differ from the screen's.

For CCOC(=O)N1CCN(C(=O)c2ccc(S(=O)(=O)Nc3cccc(C(F)(F)F)c3)cc2)CC1 the results were RAD54 branch 2.
`Cc1cc(Cl)cc2sc(NC(=O)c3ccco3)nc12` gave RAD54 branch 14.
Screening COc1cccc(C(=O)NCCC2=CCCCC2)c1 returned RAD54 branch 1.
Screening O=C(O)c1cccc(Cn2c(Cl)c(/C=N/NC(=O)c3ccccc3Cl)sc2=O)c1 returned RAD54 branch 6.
`COc1ccc(N2CCN(CCNC(=O)c3ccc(NC(=O)C4CCCO4)cc3)CC2)cc1` (configuration not stated) gave RAD54 branch 6.
`COc1cc(C(=O)OCC(=O)N(C)C)cc(NC(=O)c2ccco2)c1OC` gave RAD54 branch 9.
For Cc1cccc(C)c1NC(=O)C(=O)NCCOc1ccc(Cl)cc1 the results were RAD54 branch 0.
`Cc1ccc(-c2noc(CN3CCCCC3)n2)cc1` gave RAD54 branch 2.
For CCc1c(C(=O)NCc2ccc3c(c2)OCO3)[nH]c(C)c1C(C)=O the results were RAD54 branch 0.
`COc1cc(C(c2sc3nc(C)nn3c2O)N2CCC3(CC2)OCCO3)cc(OC)c1OC` (configuration not stated) gave RAD54 branch -9.

3 structures already listed, sorted by heavy-atom count, rising:
`Cc1ccc(-c2noc(CN3CCCCC3)n2)cc1` gave RAD54 branch 2.
`COc1cc(C(=O)OCC(=O)N(C)C)cc(NC(=O)c2ccco2)c1OC` gave RAD54 branch 9.
`COc1ccc(N2CCN(CCNC(=O)c3ccc(NC(=O)C4CCCO4)cc3)CC2)cc1` (configuration not stated) gave RAD54 branch 6.

Remaining list, next part.
COC(=O)c1ccc(C2C(C(C)=O)=C(O)C(=O)N2CCO)cc1 (configuration not stated) was read as RAD54 branch -4.
For CCCc1nnc(NC(=O)CCC(=O)N2CCN(CCn3c(C)ccc3C)CC2)s1 the results were RAD54 branch 4.
O=C(Nc1ccncc1)C1CC1c1ccccc1 (configuration not stated) was read as RAD54 branch -5.
For CCOc1cc2[nH]c(=S)n(CCN3CCCCC3CC)c(=O)c2cc1OCC (configuration not stated) the results were RAD54 branch 27.
Cc1nc2nc(SCC(N)=O)[nH]c2cc1Br was read as RAD54 branch 0.
`O=C(Nc1ccc(N2CCN(C(=O)c3ccccc3)CC2)c(Cl)c1)c1cccnc1` gave RAD54 branch -3.
Screening CCC(C)(C(=O)NC1CCCCC1)N(C(=O)c1ccccn1)c1ccc(C)cc1 (configuration not stated) returned RAD54 branch 15.
`COc1ccc(C2NCCC3(O)CCCCC23)c(OC)c1OC` (configuration not stated) gave RAD54 branch 4.
Cc1ccc(SCC(=O)NCCCN2CCOCC2)cc1 was read as RAD54 branch -3.
`CCOc1nc2c(c(=O)n(C)c(=O)n2C)n1Cc1ccccc1Cl` gave RAD54 branch -4.
Screening CCn1c(SCc2nc3ccccc3c(=O)[nH]2)nc2ccccc2c1=O returned RAD54 branch -2.
For CCCCCCCCCc1nc(N)n[nH]1 the results were RAD54 branch 2.
`Cc1nn(C)c(C)c1S(=O)(=O)N1CCCC(C(=O)NC2CCCCC2)C1` (configuration not stated) gave RAD54 branch -11.
For COc1ccc(CC(=O)N2CCNC2=O)cc1 the results were RAD54 branch -2.
Screening c1ccc(-c2noc(-c3ccco3)n2)nc1 returned RAD54 branch -38.
For COc1ccc(-n2c(Cc3cccn3C)nnc2SCC(=O)NCCc2ccccc2)cc1 the results were RAD54 branch 0.
`C=CCn1c(SCC(=O)Nc2sccc2C(N)=O)nc2sc(CC)cc2c1=O` gave RAD54 branch 2.
CCOC(=O)Cn1ncc2c(=O)oc3ccccc3c21 was read as RAD54 branch 0.
Screening COCCNC(=O)c1csc2c1CCCC2 returned RAD54 branch -5.
For CCOC(=O)CNC(=O)CNC(=O)c1ccc(OC)cc1 the results were RAD54 branch -14.

A portion taken from the entries so far, as a working copy:
`O=C(Nc1ccc(N2CCN(C(=O)c3ccccc3)CC2)c(Cl)c1)c1cccnc1` gave RAD54 branch -3.
Screening CCC(C)(C(=O)NC1CCCCC1)N(C(=O)c1ccccn1)c1ccc(C)cc1 (configuration not stated) returned RAD54 branch 15.
`COc1ccc(C2NCCC3(O)CCCCC23)c(OC)c1OC` (configuration not stated) gave RAD54 branch 4.
Cc1ccc(SCC(=O)NCCCN2CCOCC2)cc1 was read as RAD54 branch -3.
`CCOc1nc2c(c(=O)n(C)c(=O)n2C)n1Cc1ccccc1Cl` gave RAD54 branch -4.
Screening CCn1c(SCc2nc3ccccc3c(=O)[nH]2)nc2ccccc2c1=O returned RAD54 branch -2.
For CCCCCCCCCc1nc(N)n[nH]1 the results were RAD54 branch 2.

(continued)
For C/C(=C\C(=O)O)C12CC3CC(CC(C3)C1)C2 the results were RAD54 branch -20.
Screening CCOC(=O)c1c(-c2ccc(C)o2)csc1NC(=O)CN1CCOCC1 returned RAD54 branch -2.
For CCNc1nc(SC(C(C)=O)C(C)=O)nc(N(C)C)n1 the results were RAD54 branch 10.
COCCCn1c(=O)c2ccccc2c2ccccc2c1=O was read as RAD54 branch 8.
Screening O=C(NCCc1ccccc1)C1CCN(S(=O)(=O)c2ccccc2)CC1 returned RAD54 branch 4.
`CCCCn1c(SCc2ccc(C(=O)OC)o2)nc2cc(S(N)(=O)=O)ccc21` gave RAD54 branch 9.
Screening C=C(Br)CN1CCN(CC(=C)Br)CC1 returned RAD54 branch -3.
Screening COc1ccc(C(=O)NCCn2cc(SCC(=O)NCc3ccco3)c3ccccc32)cc1 returned RAD54 branch -3.
For Cc1nc2ccc(NC(=O)c3cccc(S(=O)(=O)N4CC(C)OC(C)C4)c3)cc2s1 (configuration not stated) the results were RAD54 branch -24.
CCOc1ccccc1NC(=O)COc1cccc(-n2cnnn2)c1 was read as RAD54 branch -6.
`CC1=CC(C)(C)N(C(=O)c2ccccc2)c2ccc(C)cc21` gave RAD54 branch -1.
`Cc1ccc(C(=O)NCCCNCCCN(C)C)cn1` gave RAD54 branch 3.
For CCn1c(COc2ccccc2C)nnc1SCC(=O)N1CCCCC1 the results were RAD54 branch 0.
Cn1c(Cc2csc(N)n2)nnc1SC/C=C/c1ccccc1 was read as RAD54 branch -4.
Screening CN1CCN(C(=O)C2(NC(=O)Nc3cccc(F)c3)CCCCC2)CC1 returned RAD54 branch -3.
For CCOC(=O)c1cnn(-c2nc3c(C)cccc3s2)c1C the results were RAD54 branch -9.
COc1ccc(NC(=O)CN2CCN(c3ccccc3F)CC2)cc1 was read as RAD54 branch 2.
For COc1ccc(CCNC(=O)NC(C(F)(F)F)C(F)(F)F)cc1OC the results were RAD54 branch -6.
For O=c1c([N+](=O)[O-])cc(C(F)(F)F)cn1Cc1c(Cl)cccc1Cl the results were RAD54 branch 8.
Screening Cn1nc(CC(=O)N2CCN(c3ccccc3)CC2)c2ccccc2c1=O returned RAD54 branch 7.

In the list so far, these have a thiophene ring, fused or not.
`C=CCn1c(SCC(=O)Nc2sccc2C(N)=O)nc2sc(CC)cc2c1=O` gave RAD54 branch 2.
Screening COCCNC(=O)c1csc2c1CCCC2 returned RAD54 branch -5.
Screening CCOC(=O)c1c(-c2ccc(C)o2)csc1NC(=O)CN1CCOCC1 returned RAD54 branch -2.

Later entries:
`CC(C)NC(=O)c1cc(C(=O)c2cc(Cl)ccc2O)coc1=N` gave RAD54 branch -6.
For Cn1c(=O)c2ncn(CC(=O)Nc3cccc(-c4nc5ccccc5s4)c3)c2n(C)c1=O the results were RAD54 branch 2.
COC(=O)C1=C(C)Nc2nnnn2C1c1cc(OC)ccc1OC (configuration not stated) was read as RAD54 branch 0.
Screening Cc1cc(NC(=O)CCC(=O)N(CC(=O)NC2CCCC2)Cc2ccccc2Cl)no1 returned RAD54 branch -16.
CC(=O)N(C(C)=O)C1=C(C#N)C2(CCCCC2)Cc2ccccc21 was read as RAD54 branch -2.
O=C(Nc1cccc(C(F)(F)F)c1)c1cc(S(=O)(=O)N2CCCCC2)ccc1N1CCOCC1 was read as RAD54 branch 6.
For CCOC(=O)c1cnc2ccccc2c1NCCO the results were RAD54 branch 16.
`COc1ccc(OC)c(NS(=O)(=O)c2ccc3c(c2)C(C)(C)C(=O)N3C)c1` gave RAD54 branch -8.
COc1ccc(OC)c(C2c3c(oc4ccccc4c3=O)C(=O)N2CCCN(C)C)c1 (configuration not stated) was read as RAD54 branch 8.
`COC(=O)CCC(=O)N1CCc2cc(S(=O)(=O)N3CCN(c4ccccc4Cl)CC3)ccc21` gave RAD54 branch 2.
For O=C(O)Cn1c(SCCOc2ccccc2F)nc2ccccc21 the results were RAD54 branch -3.
Nc1c(C(=O)NCc2ccco2)nnn1CC(=O)Nc1ccccc1 was read as RAD54 branch 2.
Screening O=C(NC1CCN(C(=S)NCc2ccco2)CC1)c1ccc(F)cc1 returned RAD54 branch 1.
For CCOC(=O)CN1C(=O)C(=O)c2cc(C)ccc21 the results were RAD54 branch 3.
Screening CCOc1ccc(C(=O)Nc2ccccc2N2CCCC2)cc1 returned RAD54 branch 8.
O=S(=O)(c1ccc(N2CCN(c3ccc(F)cc3)CC2)cc1)N1CCCC1 was read as RAD54 branch -3.
`COc1cccc(C(=O)NCC2CCN(c3ccc(S(=O)(=O)N4CCOCC4)cc3)CC2)c1` gave RAD54 branch -2.
`CC1(C)CC(=O)C(C=NCCN2CCN(C(=O)c3ccccc3)CC2)=C(O)C1` gave RAD54 branch 2.
For CN(C)c1ccc(C(=O)OCc2ccccc2)cc1 the results were RAD54 branch -1.
`O=C(COC(=O)c1cncc(Br)c1)NCC1CCCO1` (configuration not stated) gave RAD54 branch 21.
`O=C1CC(C(=O)NCc2ccccc2)N=C(N2CCCCC2)N1` (configuration not stated) gave RAD54 branch 8.
C=CCSc1nc(C)c(CC(=O)OCCCC)c(=O)[nH]1 was read as RAD54 branch 0.
Screening CCOc1ccc(C(C)=O)cc1CSc1nnc(-c2cccs2)n1CC1CCCO1 (configuration not stated) returned RAD54 branch 0.
For O=C(Cc1cccs1)NCc1ccc(F)cc1 the results were RAD54 branch -2.
Screening CCn1c(Cc2ccccc2)nnc1SCC(=O)Nc1nc2ccccc2s1 returned RAD54 branch -2.
Cc1ccc2cc(CN(CCN3CCOCC3)Cc3nnnn3Cc3ccco3)c(=O)[nH]c2c1C was read as RAD54 branch -9.
`Cc1ccc(C)c(-n2c(N)c(C(N)=O)sc2=S)c1` gave RAD54 branch -4.
`CC1(c2ccccc2)NC(=O)N(CC(=O)NCCC2=CCCCC2)C1=O` (configuration not stated) gave RAD54 branch -18.
Screening c1ccc(-c2cnn3nnnc3n2)cc1 returned RAD54 branch -7.
CC(Oc1ccccc1F)C(=O)Nc1ccc2ccccc2c1 (configuration not stated) was read as RAD54 branch -20.
For CCOC(=O)c1c(C)oc2c1c(C=NCC1CCCO1)c(O)c1ccccc12 (configuration not stated) the results were RAD54 branch -6.
`FC(F)Oc1ccccc1NC(=S)NCc1ccco1` gave RAD54 branch 0.
COc1cc(C)nc(Oc2ccc(=O)[nH]n2)n1 was read as RAD54 branch -1.
COC(=O)c1ccccc1NC(=S)NC(NC(=O)c1ccccc1[N+](=O)[O-])C(Cl)(Cl)Cl (configuration not stated) was read as RAD54 branch 7.
Screening O=C1CC(c2ccccc2)CCc2sccc2N1 (configuration not stated) returned RAD54 branch 2.
Screening CCOC(=O)CCCNC(=O)COc1ccccc1C#N returned RAD54 branch 3.
For O=C(OCc1ccc2c(c1)OCO2)c1ccc(S(=O)(=O)N2CCCC2)cc1 the results were RAD54 branch -5.
Screening O=C(Nc1cnccn1)c1cccs1 returned RAD54 branch 6.
For Cc1ccc(S(=O)(=O)NCCNC(=O)c2ccccc2)cc1 the results were RAD54 branch 2.
For CCOC(=O)C1CCCN(C(=O)Nc2cccc(Cl)c2)C1 (configuration not stated) the results were RAD54 branch -2.
Cc1cc(C)nc(N(C#N)CCOc2ccccc2)n1 was read as RAD54 branch -3.
Screening COc1ccc(C(=O)Nc2ccc(S(=O)(=O)NC(C)C)cc2)cc1 returned RAD54 branch -5.
For O=C(C1CCCN(S(=O)(=O)c2cccc3nsnc23)C1)N1CCc2ccccc21 (configuration not stated) the results were RAD54 branch -5.
For O=C(Cn1nnc(-c2ccc(CN3CCOCC3)cc2)n1)N1CCCc2ccccc21 the results were RAD54 branch 0.
`CCCCN(CC)C(=O)c1cc2cc3ccc(OC)cc3nc2o1` gave RAD54 branch -10.
CCCSc1nn2c(=O)c3ccccc3nc2s1 was read as RAD54 branch -1.
`Cn1c2c(c(=O)n(C)c1=O)C(C(F)(F)F)(C(F)(F)F)N=C(c1ccccc1Cl)N2` gave RAD54 branch 7.
Screening Cc1c(N2C(=O)c3ccc(F)cc3C2=O)c(=O)n(-c2ccccc2)n1C returned RAD54 branch -42.
`CCC(NC(=O)C1CCC1)c1ccc(C)cc1` (configuration not stated) gave RAD54 branch -14.
`Cc1nnc(SCc2nnc(-c3ccccc3Br)o2)n1-c1ccccc1` gave RAD54 branch -4.
`COc1ccc(C)cc1NC(=O)c1[nH]c(C)c(C(C)=O)c1C` gave RAD54 branch 3.
`Cc1cc(C(=O)OCc2nc3ccccc3s2)c(C)o1` gave RAD54 branch -3.
`Cc1cc2oc(=O)cc(CN3CCN(Cc4ccccc4)CC3)c2cc1Cl` gave RAD54 branch -4.
`N/C(=N\OC(=O)CCc1ccccc1)c1ccc(Cl)cc1` gave RAD54 branch -19.
`CCCc1nc2ccccc2n1CCOC` gave RAD54 branch 4.
For COc1ccc(Br)cc1C1NC(=O)c2c(sc3c2CCN(C)C3)N1 (configuration not stated) the results were RAD54 branch -3.
C=CCN1C(=O)C(O)(CC(=O)c2ccccc2)c2ccccc21 (configuration not stated) was read as RAD54 branch -5.
`COc1ccc(-c2nc(C#N)c(NCc3ccc(F)cc3)o2)cc1OC` gave RAD54 branch -4.
For O=S(=O)(c1ccc(Cl)cc1)N1CCSC1c1ccco1 (configuration not stated) the results were RAD54 branch -8.
`O=C(COC(=O)CN1C(=O)c2ccccc2C1=O)Nc1ncc(Cl)cc1Cl` gave RAD54 branch -16.

Among those listed so far, these contain a cyano group:
CC(=O)N(C(C)=O)C1=C(C#N)C2(CCCCC2)Cc2ccccc21 was read as RAD54 branch -2.
Screening CCOC(=O)CCCNC(=O)COc1ccccc1C#N returned RAD54 branch 3.
Cc1cc(C)nc(N(C#N)CCOc2ccccc2)n1 was read as RAD54 branch -3.
`COc1ccc(-c2nc(C#N)c(NCc3ccc(F)cc3)o2)cc1OC` gave RAD54 branch -4.

Assay outcomes deposited in PubChem by Broad Institute.
